USP1 inh = Inhibitors of USP1/UAF1: Primary Screen; Ubiquitin carboxyl-terminal hydrolase 1 (Homo sapiens), O94782; recombinant USP1/UAF1, Ub-Rhodamine cleavage fluorescence; Potency, µM (series often up to 57.1 µM), for the others: top-dose activity change, negative = inhibition, actives largely listed as inhibitors; 390,000 compounds, 0.23% hits; AID 743255, 2014; note: potency is the fitted concentration of half-maximal effect; % is set by controls: 0 for no effect and ±100 for the full control effect; nearly all actives have a fitted effect of over 60% in size; inactives centre near -12
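USP1/UAF1 complex (1 nM) preincubated 15 min at room temperature with compound, then Ub-Rho substrate (150 nM final) added. Kinetic fluorescence at 480/540 nm over 6 reads at 60 s intervals; 50 mM HEPES pH 7.8, 0.5 mM EDTA, 0.1 mg/ml BSA, 1 mM TCEP, 0.01% Tween-20.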
IDH1 R132H inh = qHTS for Inhibitors of mutant isocitrate dehydrogenase 1 (IDH1): qHTS; Isocitrate dehydrogenase [NADP] cytoplasmic (Homo sapiens), O75874; IDH1-R132H enzyme, NADPH consumption, diaphorase/resazurin fluorescence; Potency, µM (top dose mostly 76.6 µM), without a hit: at the top dose activity change, negative = inhibition, hits mostly inhibitors; 390,000 compounds, 0.093% hits; note: potency is the fitted concentration of half-maximal effect; % is set by controls: 0 for no effect and ±100 for the full control effect; nearly all actives have a fitted effect of over 65% in size
Target sequence (O75874 whole entry R132H, stated change not applied): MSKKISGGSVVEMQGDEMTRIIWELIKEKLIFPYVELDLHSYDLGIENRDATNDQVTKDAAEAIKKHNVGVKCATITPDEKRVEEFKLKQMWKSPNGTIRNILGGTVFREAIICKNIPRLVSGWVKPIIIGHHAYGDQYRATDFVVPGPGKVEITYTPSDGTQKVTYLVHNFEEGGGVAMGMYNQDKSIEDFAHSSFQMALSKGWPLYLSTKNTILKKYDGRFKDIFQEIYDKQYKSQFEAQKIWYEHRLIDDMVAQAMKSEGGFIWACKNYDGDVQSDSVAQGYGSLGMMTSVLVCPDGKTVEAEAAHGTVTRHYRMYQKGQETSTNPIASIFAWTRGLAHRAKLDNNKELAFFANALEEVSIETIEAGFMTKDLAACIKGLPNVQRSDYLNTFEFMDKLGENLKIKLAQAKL
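IDH1-R132H (0.5 ug/mL) preincubated 30 min with compound, then NADPH (0.016 mM) and alpha-KG (2 mM) added; 80 min at RT, pH 7.5. Remaining NADPH coupled via diaphorase/resazurin to fluorescence (540/590 nm); concentration-response curves normalized to no-enzyme control.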
TrxR1 substrate = qHTS Assay for Substrates of Mammalian Selenoprotein Thioredoxin Reductase 1 (TrxR1): qHTS; 390,000 compounds, 0.01% hits; Thioredoxin reductase 1, cytoplasmic (Rattus norvegicus), O89049; Potency, µM (titrated, usually from 114 µM), without a hit: at the top dose activity change, negative = substrate turnover; AID 588456, 2011; purified TrxR1 substrate turnover, NADPH consumption readout; note: potency is the fitted concentration of half-maximal effect; % is set by controls: 0 for no effect and ±100 for the full control effect; nearly all actives have a fitted effect of over 50% in size
Target sequence (O89049 whole entry, looked up): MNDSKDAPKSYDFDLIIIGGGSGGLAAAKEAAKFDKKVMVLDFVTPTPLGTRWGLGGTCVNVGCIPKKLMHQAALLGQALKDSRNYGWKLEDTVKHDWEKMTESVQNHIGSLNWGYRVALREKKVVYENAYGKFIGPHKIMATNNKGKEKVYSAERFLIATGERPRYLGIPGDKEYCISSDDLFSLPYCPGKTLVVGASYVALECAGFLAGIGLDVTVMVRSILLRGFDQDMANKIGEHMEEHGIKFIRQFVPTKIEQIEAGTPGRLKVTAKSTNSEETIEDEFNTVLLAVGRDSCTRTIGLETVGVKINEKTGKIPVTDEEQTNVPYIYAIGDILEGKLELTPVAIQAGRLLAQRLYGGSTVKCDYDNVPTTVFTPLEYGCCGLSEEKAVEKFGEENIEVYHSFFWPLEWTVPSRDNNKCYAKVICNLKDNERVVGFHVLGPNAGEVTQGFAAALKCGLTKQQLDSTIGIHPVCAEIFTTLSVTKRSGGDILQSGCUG
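Rat TrxR1, dispensed at 90 nM, was prereduced with 400 uM NADPH (final) for 5 min at ~22 deg C, then incubated with compound 15 min before 400 uM selenite. A first-read NADPH fluorescence drop versus no-compound background flagged substrates.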
rTrxR1 inhibitor = qHTS Assay for Inhibitors of Mammalian Selenoprotein Thioredoxin Reductase 1 (TrxR1): qHTS; Thioredoxin reductase 1, cytoplasmic (Rattus norvegicus), O89049; recombinant rTrxR1, NADPH fluorescence consumption, selenite substrate; Potency, µM (doses to about 114 µM), for the others: top-dose activity change, negative = inhibition, usual class: inhibitors; 390,000 compounds, 1% hits; AID 588453, 2011; note: potency is the fitted concentration of half-maximal effect; % is set by controls: 0 for no effect and ±100 for the full control effect; nearly all actives have a fitted effect of over 65% in size
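Rat TrxR1 (90 nM in the dispensed reagent) was pre-reduced with 400 uM NADPH for 5 min at room temperature, then incubated with compound for 15 min. After 400 uM selenite was added, NADPH fluorescence (Ex 340/Em 450 nm) was followed for 8 min.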
D2 antag = HTS Assay for Allosteric Antagonists of the Human D2 Dopamine Receptor: Primary Screen for Antagonists; HEK293 TREx D2 cells, calcium flux, dopamine EC80; inhibition, % at 10 µM; 340,000 compounds, 2% hits; in the data active = inhibition above about 30%; note: 0% is about no effect
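Cells plated overnight at 30 C with tetracycline; no-wash calcium dye, 30–90 min RT; 10 s baseline; compound pinned; 180 s read; EC80 dopamine added; another 180 s read.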
Pin1 inhibitor = qHTS Assay to Find Inhibitors of Pin1 | Potency, µM (highest dose often 115 µM), for the others: top-dose activity, negative = inhibition, hits mostly inhibitors | Pin1 FP peptide displacement, HiFluor488, 10 min | Peptidyl-prolyl cis-trans isomerase NIMA-interacting 1 (Homo sapiens), Q13526 | 390,000 compounds, 0.009% hits; active = well fitted inhibition curve with a large enough effect in the polarisation, with a control signal flat, not every such curve was filed as active; inconclusive = small, poorly fitted or top-dose-only effect, or effect the other way, or a change in a side signal; inactive = no such curve, though single readings can be large or run the other way; the % refers to the polarisation; note: potency is the fitted concentration of half-maximal effect; % is set by controls: 0 for no effect and ±100 for the full control effect
Target sequence (Q13526 whole entry, looked up): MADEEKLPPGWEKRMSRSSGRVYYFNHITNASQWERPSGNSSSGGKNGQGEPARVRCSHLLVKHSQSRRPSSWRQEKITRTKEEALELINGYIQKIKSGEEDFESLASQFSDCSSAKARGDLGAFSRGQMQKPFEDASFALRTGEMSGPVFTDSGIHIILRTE
TRHR ag = qHTS for Small Molecule Agonists and Allosteric Enhancers of Human TRH Receptor: Primary Screen for Agonists; TRHR cells, calcium flux fluo-8, FDSS agonist mode; 360,000 compounds, 0.18% hits; Thyrotropin-releasing hormone receptor (Homo sapiens), P34981; activation, % at 2 µM; in the data active = activation above about 30%; note: 0% is about no effect
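Read-out: compound-evoked intracellular calcium rise in TRHR cells, fluo-8 dye, kinetic FDSS fluorescence at 1 s/cycle following a 10-cycle baseline. Cells cultured overnight before dye loading (30 min–1.5 h, RT).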
TRHR enhancer = qHTS for Small Molecule Agonists and Allosteric Enhancers of Human TRH Receptor: Primary Screen for Enhancers; Thyrotropin-releasing hormone receptor (Homo sapiens), P34981; 360,000 compounds, 0.66% hits; enhancement, % at 2 µM; TRHR cells, fluo-8 calcium fluorescence, EC20 TRH enhancement; in the data active = enhancement above about 30%; note: 0% is about no effect
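TRHR-expressing cells loaded with fluo-8 calcium dye were read kinetically (ex 480/em 530) during compound addition, then stimulated with an EC20 of TRH (10 nM final). Enhancement of the Gq-mediated intracellular calcium response was scored.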
D2 ag = HTS Assay for Allosteric Agonists of the Human D2 Dopamine Receptor: Primary Screen for Agonists; HEK293 T-REx D2 cells, calcium flux agonist mode; activation, % at 2 µM; 340,000 compounds, 0.53% hits;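 active = activation over 3 SD above normal in the single-dose calcium agonist read, cut at about 30% in these data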; note: 0% is about no effect
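Agonism scored from kinetic calcium signal (1 read/sec, 180 s) following compound pin transfer, after a 10 s baseline. Cells: HEK293 Trex line expressing inducible D2 receptor coupled to calcium, dye-loaded after overnight culture at 30 C.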
Numbers without * were called inactive; ? = inconclusive; nt = no result given; [ ] = another dose, or the depositor's remark. Unless noted, calls come from the whole dose curve; as a rule, active = well fitted inhibition curve with a large enough effect; inconclusive = small, poorly fitted or top-dose-only effect; inactive = no such curve, though single readings can be large or run the other way.

SMILES	USP1 inh	IDH1 R132H inh	TrxR1 substrate	rTrxR1 inhibitor	D2 antag	Pin1 inhibitor	TRHR ag	TRHR enhancer	D2 ag
O=C(c1ccc(S(=O)(=O)N2CCOCC2)cc1)N1CCc2ccccc2C1	-6.9%	0.7%	-9.5%	-5.7%	5.3	-8.6%	-2.2	-1.8	5.1
Cc1ccc(Nc2nc(C)c(NC(=O)c3ccc(C)cc3)c(Nc3ccc(C)cc3)n2)cc1	-25.9%	13.9%	-0.6%	12.7%	nt	91.1%[activator]	-1.1	4.3	nt
Cc1ccc(S(=O)(=O)NCCC(=O)OCn2nnc3ccccc3c2=O)cc1	4.6%	-3.4%	13.9%[57.1 µM]	11.5%[57.1 µM]	-10.2	1.5%	-0.1	-10.7	0.2
COc1ccc2c(c1)OC(O)(C(F)(F)F)CC2=O (stereo unspecified)	5.3%	1.0%	2.9%	-10.9%	7.5	2.0%	-0.3	-7.0	-1.1
Cc1ccccc1OCC(=O)OC(C(=O)c1ccccc1)c1ccccc1 (stereo unspecified)	-13.0%	-5.5%	5.2%[57.1 µM]	6.9%[57.1 µM]	-11.4	-4.6%	1.6	0.8	0.9
COc1cccc(C(c2cccc(OC)c2)c2ccccc2C(=O)O)c1	-5.3%	4.4%	7.2%[57.1 µM]	9.4%[57.1 µM]	nt	0.0%	nt	nt	nt
N#CCC(=O)N/N=C/c1cn(Cc2cccc3ccccc23)c2ccccc12	-15.6%	-13.4%	-2.6%	4.2%	-6.2	-3.2%	-0.4	-7.5	-0.8
Cc1ccc(C(=O)Nc2ccc(C(=O)O)cc2)cc1S(=O)(=O)Nc1cccc([N+](=O)[O-])c1	-5.2%	6.3%	1.8%[57.1 µM]	8.8%[57.1 µM]	-10.7	-8.2%	3.3	3.1	-0.6
COc1ccccc1C(CNC(=O)C(CCSC)NS(=O)(=O)c1ccccc1F)N1CCCC1 (stereo unspecified)	1.3%	-2.0%	-6.7%[57.1 µM]	15.7%	-5.9	-14.8%	0.3	-0.7	-0.2
O=C(O)C1CCCCC1C(=O)Nc1ccc2c(c1)OCCO2 (stereo unspecified)	3.7%	-0.4%	3.0%	-2.9%	8.2	1.0%	0.4	-5.3	-0.2
C=CCn1c(-c2sccc2C)n[nH]c1=S	-15.8%	4.1%	-4.8%	?	-15.4	-1.7%	0.2	15.6	-0.3
O=C(c1ccc(CS(=O)(=O)c2c(Cl)cccc2Cl)o1)N1CCN(c2ccccc2)CC1	1.8%	-13.0%	-6.7%	-2.2%	nt	9.8%	-0.6	12.6	nt
CC(=O)N1N=C(c2cccs2)CC1c1ccco1 (stereo unspecified)	-19.3%	-7.1%	0.0%[57.1 µM]	-1.6%[57.1 µM]	16.5	3.1%	-0.3	-6.6	0.7
Cc1ccc(CCNC(=O)Cn2c(-c3cccs3)cc3ccccc32)cc1	-2.3%	1.4%	18.9%	4.8%	nt	-4.9%	-0.4	3.5	0.0
O=C(CSCc1c(F)cccc1Cl)Nc1cccnc1	-0.2%	-1.6%	5.9%	19.4%[57.1 µM]	0.1	-2.9%	-0.4	-6.3	-0.2
CCOc1ccccc1CN1CCNC(=O)C1CC(=O)NC1CCCCCCC1 (stereo unspecified)	4.7%	-2.6%	-7.8%	?	nt	-0.8%	nt	nt	nt
O=C(CSc1nnc(-c2ccncc2)n1Cc1ccccc1)Nc1nccs1	3.3%	-9.2%	-6.3%	-0.6%	3.1	-0.2%	0.3	0.6	0.0
Cc1ccc(/C(O)=C/C(=O)C(=O)NNC(=O)C(O)(c2ccccc2)c2ccccc2)cc1	-13.6%	-1.2%	0.2%	-19.2%	-8.1	?	0.0	6.6	-0.1
CCOc1ccc(-n2c(Cc3cc(=O)[nH]c(=O)[nH]3)nnc2SCC)cc1	-10.4%	-0.8%	7.2%	27.9%	39.7*	-18.2%	1.6	10.3	0.0
Cc1ccc(C)c(NC(=O)/C(C#N)=C/c2cn(CC(=O)NCc3ccco3)c3ccccc23)c1	-18.7%	-1.4%	19.8%	-16.1%	26.9	46.5%[activator]	1.9	1.3	2.2
Cc1ccccc1NC(=O)Cc1nc(COC(=O)CCC(=O)c2ccccc2)cs1	-14.8%	8.2%	0.8%	11.6%	7.2	3.8%	-0.6	1.2	0.0
CCOc1ccc(-n2nnnc2SCC(=O)N2CCOCC2)cc1	-6.4%	13.3%	-1.8%	2.6%	16.3	1.4%	0.0	-0.9	0.3
CC(=O)N1CCc2cc(S(=O)(=O)NC(CC(C)C)C(=O)N3CCn4c3nc3ccccc34)ccc21 (stereo unspecified)	-8.2%	3.1%	4.1%[57.1 µM]	3.4%[57.1 µM]	13.0	10.6%	0.3	-2.2	-1.1
NC(=O)C1(N2CCCCC2)CCN(C(=O)NC23CC4CC(CC(C4)C2)C3)CC1	3.9%	3.6%	0.0%	10.2%	4.1	1.5%	-0.1	5.6	1.3
Cc1ccc(C)c(N2CCN(C(=O)c3cc4c(=O)oc5ccccc5c4s3)CC2)c1	-25.4%	13.7%	9.6%[2.29 µM]	16.0%[2.29 µM]	nt	-2.1%	0.2	5.5	0.1
(more compounds)
SMILES	USP1 inh	IDH1 R132H inh	TrxR1 substrate	rTrxR1 inhibitor	D2 antag	Pin1 inhibitor	TRHR ag	TRHR enhancer	D2 ag
CSc1ccc(NC(=O)Nc2cccn(Cc3ccccc3)c2=O)cc1	-22.8%	6.8%	7.5%	9.4%[57.1 µM]	18.0	6.2%	-0.7	6.6	0.1
CCN(CC(=O)Nc1ccc(NC(C)=O)cc1)CC(=O)Nc1cccc(Cl)c1	2.0%	3.2%	-2.7%[57.1 µM]	2.5%[57.1 µM]	nt	?	-0.1	17.5	nt
Cc1ccc(C2NC(=O)c3c(sc(C)c3C)N2)c(O)c1 (stereo unspecified)	-1.9%	0.0%	5.5%	-42.3%[57.1 µM]	-14.0	2.5%	0.2	12.5	-1.2
CCOc1ccc(NS(=O)(=O)c2ccc(OCC)c3ncccc23)cc1	-4.9%	-1.2%	3.5%[57.1 µM]	-6.3%[11.4 µM]	-19.0	-5.3%	0.0	0.7	0.1
C[C@]12C(=O)N(c3ccc(F)cc3)C(=O)N1[C@@H]1c3ccccc3OC[C@@H]1[C@H]2c1ccccc1	-15.1%	20.2%	2.0%[57.1 µM]	2.2%[57.1 µM]	4.1	-1.8%	0.6	-5.7	0.6
CCC(OC(=O)c1cc2sccc2n1C)C(=O)NCc1ccco1 (stereo unspecified)	-8.9%	-0.6%	5.5%	7.1%	5.3	-0.6%	-0.6	5.2	-1.3
CC(CC(=O)Nc1nc2ccccc2[nH]1)c1ccccc1 (stereo unspecified)	4.9%	0.0%	-3.1%	2.5%	3.8	0.2%	1.2	-4.7	1.3
Cc1oc2ncnc(N3CCCCC3)c2c1C(=O)N1CCN(c2cccc(Cl)c2)CC1	-22.0%	3.9%	-6.5%	16.7%	nt	1.9%	-0.8	28.0	-1.6
O=C(Nc1ccccc1C(=O)N1CCOCC1)c1ccc([N+](=O)[O-])cc1	-3.3%	-14.6%	-4.8%	11.3%	-3.0	-1.9%	0.1	1.7	1.9
COCCNC(=O)c1ccc(-c2csc(C)n2)cc1	-20.5%	-1.4%	15.4%[57.1 µM]	36.0%	11.0	6.4%	0.3	4.9	0.5
COC(=O)c1c(NC(=O)CN2C(=O)NC(CCc3ccccc3)C2=O)sc2c1CCCCC2 (stereo unspecified)	-14.9%	-0.4%	-9.7%	-2.6%	nt	18.2%	1.7	3.5	nt
Cc1cn(C2CCCCO2)c(=O)nc1NO (stereo unspecified)	5.9%	5.2%	-11.6%	-11.6%	nt	-1.2%	nt	nt	nt
O=C(Cn1nnc2ccccc2c1=O)NCCc1ccc(Cl)cc1Cl	-9.3%	-5.5%	2.9%	33.9%	4.6	-7.2%	-0.2	-6.9	-0.2
O=C(CSC1=NCCS1)Nc1nc2ccccc2s1	-12.3%	5.4%	-3.2%[57.1 µM]	15.5%	0.2	6.3%	-0.1	-5.0	-0.1
COc1cc(/C=N/NC(=O)C(Cc2c[nH]c3ccccc23)NC(=O)OCc2ccccc2)cc([N+](=O)[O-])c1O (stereo unspecified)	?	2.6%	-19.3%	-21.9%	-7.6	nt	0.4	2.4	-2.1
COc1ccc(CN(C)C(C)C(=O)NC2CCCc3ccccc32)cc1 (stereo unspecified)	-22.6%	7.5%	4.9%[57.1 µM]	16.6%[57.1 µM]	-0.9	-3.0%	-0.2	-1.7	-2.3

Reprinted at random: 2 compounds from above.
SMILES	USP1 inh	IDH1 R132H inh	TrxR1 substrate	rTrxR1 inhibitor	D2 antag	Pin1 inhibitor	TRHR ag	TRHR enhancer	D2 ag
CSc1ccc(NC(=O)Nc2cccn(Cc3ccccc3)c2=O)cc1	-22.8%	6.8%	7.5%	9.4%[57.1 µM]	18.0	6.2%	-0.7	6.6	0.1
Cc1ccc(C2NC(=O)c3c(sc(C)c3C)N2)c(O)c1 (stereo unspecified)	-1.9%	0.0%	5.5%	-42.3%[57.1 µM]	-14.0	2.5%	0.2	12.5	-1.2

These rows are one share of the data; count on the stated rates, not on these rows.
